# LRH-1 inv ag = LRH-1 (NR5A2) inverse agonists, primary screen, cell-based, luminescence, HEK293T, StAR-luciferase reporter | LRH-1 transfected, 24 h | inhibition, % at 3.6 µM | 360,000 compounds, 0.13% hits | AID 602396, 2012;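 active = inhibition above the mean inhibition of all tested compounds plus 3 SD, cut at about 73% in these data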;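 also: 0% = DMSO wells and 100% = reporter-only cells lacking LRH-1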
# Target sequence (O00482 whole entry, looked up): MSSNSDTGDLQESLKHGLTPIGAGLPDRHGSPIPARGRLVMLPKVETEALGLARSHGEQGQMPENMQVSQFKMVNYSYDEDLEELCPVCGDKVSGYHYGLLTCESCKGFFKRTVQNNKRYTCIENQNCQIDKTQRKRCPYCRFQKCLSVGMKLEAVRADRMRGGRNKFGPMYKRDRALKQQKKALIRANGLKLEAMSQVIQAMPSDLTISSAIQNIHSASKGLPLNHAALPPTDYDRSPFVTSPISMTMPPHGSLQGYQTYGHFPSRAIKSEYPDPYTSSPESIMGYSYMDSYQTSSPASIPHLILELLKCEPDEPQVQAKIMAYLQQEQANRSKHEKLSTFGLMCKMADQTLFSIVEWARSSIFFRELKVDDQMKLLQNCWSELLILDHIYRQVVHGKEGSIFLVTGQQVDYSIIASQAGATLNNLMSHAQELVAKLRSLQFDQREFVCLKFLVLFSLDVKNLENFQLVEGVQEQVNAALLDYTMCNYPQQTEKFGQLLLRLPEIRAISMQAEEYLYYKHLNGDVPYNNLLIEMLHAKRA
# CF NFkB inh = inhibitors of PAF-induced NF-kB signaling, primary screen, cell-based, GFP fluorescence, uHTS. KKLEB NF-kB-GFP reporter, GFP fluorescence overnight. inhibition, % at 5 µM. 360,000 compounds, 0.86% hits;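 active = at least 50% inhibition at 5 µM, scaled per plate between neutral and stimulator controls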;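 also: PAF is a Pseudomonas aeruginosa culture filtrate used as stimulus; plate controls were PAF-stimulated DMSO wells for no effect and unstimulated DMSO wells for full effect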
# TRAIL sens C8 = viability loss with TRAIL in NB7+C8 cells, primary screen, TRAIL sensitizer project, cell-based, ATPlite luminescence | inhibition (viability loss, TRAIL sensitization), % at 10 µM | AID 624354, 2012 | 360,000 compounds, 1% hits;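 active = compounds causing at least 50% loss of cell viability in the single-dose screen, relative to plate controls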
# Shn3 3UTR inh = reduction of Shn3 3'UTR firefly luciferase signal, primary screen, Schnurri-3 inhibitor project, cell-based, Clone20 osteoblasts, set 2 | Clone20 osteoblast Shn3 3'UTR firefly luciferase, 24 h | inhibition, % at 12.5 µM | 360,000 compounds, 0.52% hits | AID 588674, 2011;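 active = mean inhibition of at least 75% with every replicate also reaching 75%; inconclusive = mean inhibition at least 75% but some replicate below; inactive = mean inhibition below 75%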;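 also: 0% = median of neutral control wells and 100% = pilot-screen positive control compound; some compounds past the cut are filed as inactive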
# TWEAK-Fn14 inh = inhibitors of TWEAK-Fn14 signaling, primary screen, luciferase reporter cells, uHTS | TWEAK-stimulated Fn14 reporter cells, luciferase luminescence, 8 h | inhibition, % at 10 µM | 360,000 compounds, 2% hits | AID 1159606, 2016; in the data active = inhibition above about 50%
# TROY signal inh = inhibitors of TROY-driven NF-kB signaling, primary screen, Q293 LMP1-TROYcd cells, NF-kB luciferase, uHTS | AID 1347056, 2019 | Q293 LMP1-TROYcd NF-kB luciferase reporter, 4 h | 360,000 compounds, 0.98% hits | inhibition, % at 10 µM;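 active = compounds whose plate-normalised and pattern-corrected inhibition of the luciferase reporter signal at the single screening dose is 50% or more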
# NR2F2 inh = NR2F2 transcriptional activity inhibitors, primary screen, cell-based, luciferase reporter, HEK293T, luminescence; 370,000 compounds, 0.7% hits; HEK293T NGFI-A luciferase reporter; AID 686940, 2013; inhibition, % at 8.6 µM;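 active = inhibition above a per-plate cutoff, mean inhibition of test wells between control levels plus 3 SD, cut at about 38% in these data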;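 also: cells cotransfected with COUP-TFII expression vector driving the NGFI-A reporter; 0% = median of COUP-TF2 test wells and 100% = reporter-only cells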
# Target sequence (P24468 whole entry, looked up): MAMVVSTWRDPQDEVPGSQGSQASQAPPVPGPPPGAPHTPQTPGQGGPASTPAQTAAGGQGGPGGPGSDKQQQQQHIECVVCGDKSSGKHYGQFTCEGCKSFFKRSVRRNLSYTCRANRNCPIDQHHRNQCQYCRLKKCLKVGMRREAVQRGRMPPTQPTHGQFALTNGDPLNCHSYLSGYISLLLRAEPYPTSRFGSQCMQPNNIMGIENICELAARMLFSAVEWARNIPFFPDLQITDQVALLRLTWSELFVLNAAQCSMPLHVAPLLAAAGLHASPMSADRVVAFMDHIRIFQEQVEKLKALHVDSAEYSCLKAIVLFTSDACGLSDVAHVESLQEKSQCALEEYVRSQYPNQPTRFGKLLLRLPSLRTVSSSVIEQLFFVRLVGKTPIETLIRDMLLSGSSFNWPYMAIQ
# SRC1 inh = SRC1 coactivator transcriptional activity inhibitors, primary screen, cell-based, luminescence | inhibition, % at 3.6 µM | HEK293 GAL4-SRC1 luciferase reporter | AID 588354, 2011 | 360,000 compounds, 0.12% hits;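 active = inhibition above the campaign mean plus 3 SD, with each screening campaign given its own cutoff, cut at about 60% in these data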;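 also: 0% = DMSO treated cells and 100% = gossypol at 36 µM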
# NCOA3 inh = SRC3 coactivator transcriptional activity inhibitors, primary screen, cell-based, luminescence; 360,000 compounds, 0.17% hits; HEK293 GAL4-SRC3 luciferase reporter; inhibition, % at 3.6 µM;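 active = inhibition above a per-campaign cutoff, the mean of all compounds plus 3 SD, cut at about 60% in these data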;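 also: 0% = DMSO-treated cells and 100% = gossypol-treated cells at 36 µM; higher means less SRC3-driven luciferase light from the GAL4 reporter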
# EBV LMP1 NFkB = EBV LMP1-driven NF-kappaB luciferase reporter inhibitors, primary screen, cell-based, luminescence, single point | inhibition, % at 12.5 µM | LMP1-induced NF-kappaB luciferase reporter cells | AID 504558, 2011 | 350,000 compounds, 0.69% hits; in the data active = inhibition above about 41%; inconclusive = no clear call, values can overlap the other calls;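 also: 0% = neutral control wells and 100% = reference inhibitor control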
# KKLEB tox = cytotoxicity in KKLEB CF airway cells, primary screen, cytotoxicity control for CF NF-kB inhibitor project, cell-based, uHTS, fluorescence assay plates | KKLEB CF airway cells viability, ATPlite luminescence, overnight; hits give low values; cells stimulated with P. aeruginosa culture filtrate | activity change (cytotoxicity), % at 5 µM | 360,000 compounds, 0.36% hits;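 active = corrected activity change at or below -50% at 5 µM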
# Numbers without * were called inactive; ? = inconclusive; / = no result given.
SMILES,LRH-1 inv ag,CF NFkB inh,TRAIL sens C8,Shn3 3UTR inh,TWEAK-Fn14 inh,TROY signal inh,NR2F2 inh,SRC1 inh,NCOA3 inh,EBV LMP1 NFkB,KKLEB tox
N#C/C(=C\c1cccs1)C(=O)Nc1ccccn1,-60.0,-24.0,20.2,-81.4,20.1,-45.8,-25.2,-87.2,-93.1,-22.9,-4.4
O=C(NCCN1C(=O)C2C3C=CC(C3)C2C1=O)N1CCCCC1 (stereo not drawn),-25.7,6.3,-9.2,-2.7,1.6,2.5,11.1,4.0,-6.3,-1.8,0.1
NC1=NC(c2cccc(O)c2)n2c(nc3ccccc32)N1 (stereo not drawn),10.3,10.3,-12.0,8.5,1.2,4.4,-2.8,-31.6,-25.5,-7.9,2.3
Cn1cnnc1SCC(=O)Nc1ccc(N2CCOCC2)cc1,43.5,-8.2,1.5,-22.1,12.5,7.2,18.8,6.7,14.9,36.3,-4.4
O=C(c1ccco1)N1CCN(C(=O)c2ccccc2[N+](=O)[O-])CC1,-9.7,2.5,-1.5,-8.9,-3.0,-7.1,8.3,12.4,18.6,2.2,3.3
COc1ccccc1NS(=O)(=O)c1cc(NC(=O)c2ccncc2)ccc1N1CCCC1,-14.9,23.7,-8.6,-0.9,-13.2,4.7,-15.7,-1.0,4.2,-5.2,-4.0
COc1cc(CNCCO)ccc1OCC(=O)Nc1ccc(Br)cc1,-19.9,11.2,9.3,14.5,0.7,-17.2,-24.3,-2.0,-26.2,-17.2,-9.6
CCCNC(=O)c1cc(C2CCCCN2C(=O)c2ccc(OC)cc2)on1 (stereo not drawn),-6.4,3.4,-9.3,0.5,3.0,2.5,-4.6,0.7,19.0,/,-5.2
O=S(=O)(N/N=C/c1ccccc1F)c1ccccc1,-15.5,8.4,1.1,-19.0,-4.1,-15.9,14.1,-1.3,1.5,?,8.8
CCCc1ccc(OCC(O)CN2CCN(C(=O)OCC)CC2)cc1 (stereo not drawn),4.7,-10.5,1.8,-19.3,11.4,-3.4,-13.4,-6.7,-2.5,31.3,-2.9
O=c1c2c(-c3ccc([N+](=O)[O-])cc3)csc2nc2n1CCC2,26.8,4.0,0.2,0.5,-15.7,1.1,6.9,10.2,30.0,1.9,-7.3
CCCCC(=O)Nc1nnc(S(=O)(=O)N2CCCCCC2)s1,-3.2,0.1,1.5,7.7,-18.5,1.6,-10.8,-6.1,12.1,-2.3,-0.2
CN(C)/C=N/NC(=O)C1Cc2c(ccc3ccccc23)O1 (stereo not drawn),27.6,7.9,7.5,-1.9,16.9,1.8,6.2,6.3,10.6,0.4,-1.5
COc1ccc(S(=O)(=O)N2CCCN(S(=O)(=O)c3ccc(OC)cc3C)CC2)c(C)c1,-4.9,0.3,-3.6,49.1,-11.1,13.6,-2.5,-2.4,7.2,2.4,-0.5
c1ccc2c(c1)CSc1sccc1C2=C1CCNCC1,3.4,21.3,1.3,7.7,-10.1,10.8,1.6,0.6,14.9,-2.4,-26.3
CC(C)OCCCNC(=O)CN1C(=O)c2cccc3cccc1c23,9.1,-18.9,8.7,3.5,4.1,-10.9,1.9,6.4,4.3,1.7,2.4
CC(C)C[C@H](NC(=O)N1CC(=O)Nc2ccccc21)C(=O)N[C@H](Cc1c[nH]c2ccccc12)C(=O)O,3.8,-1.0,-2.6,-8.9,7.2,2.3,-7.2,-7.8,0.8,-4.4,4.3
c1ccc(-c2cnn3c(-c4ccccc4)c(-c4ccccc4)nc3n2)cc1,-28.9,-161.9,-5.1,-12.6,-8.0,-44.1,-4.6,-0.3,-1.8,1.4,-4.5
CCC(C)(c1ccc(C(=O)OC)s1)c1ccc(C(=O)OC)s1,-9.1,18.7,-2.9,22.8,10.4,5.6,-1.1,4.3,16.4,-13.2,-2.7
CC(=O)c1cccc(OCC(O)CNCC2COc3ccccc3O2)c1 (stereo not drawn),4.2,-3.5,5.3,-5.0,-39.2,-13.4,5.5,-3.0,3.2,8.4,-2.2
COc1cc2c(cc1OC)CN(C(=O)Nc1ccccc1)CC2,-1.4,-10.9,7.8,16.0,-31.7,0.8,-15.0,-14.3,-8.8,7.0,-2.0
C=C(C(=O)Nc1ccccc1)c1ccc(C)cc1,-3.2,-0.4,11.9,-18.3,21.1,-22.4,-8.8,-0.6,-2.0,9.2,8.4
CCOC(=O)c1cc(CC)sc1NC(=O)c1ccc(N2C(=O)CCC2=O)cc1,21.8,5.8,-40.2,-23.7,8.6,-31.6,12.9,-6.1,-13.6,-9.0,0.4
COc1ccc(/C=N/Nc2nnc(C)n2N)cc1OC,19.0,-5.6,-15.0,8.9,-23.9,31.5,-13.3,0.5,-3.5,60.4*,2.7
Cc1ccc([C@H]2C[C@H](n3cc(-c4ccc(F)cc4)nn3)[C@@H](O)CN2CC2CCCCC2)cc1,5.1,11.4,25.7,24.1,-18.1,-4.8,-2.5,-11.5,-28.0,4.3,-12.8

# Next section, starting with the last 2 of the part before.
SMILES,LRH-1 inv ag,CF NFkB inh,TRAIL sens C8,Shn3 3UTR inh,TWEAK-Fn14 inh,TROY signal inh,NR2F2 inh,SRC1 inh,NCOA3 inh,EBV LMP1 NFkB,KKLEB tox
COc1ccc(/C=N/Nc2nnc(C)n2N)cc1OC,19.0,-5.6,-15.0,8.9,-23.9,31.5,-13.3,0.5,-3.5,60.4*,2.7
Cc1ccc([C@H]2C[C@H](n3cc(-c4ccc(F)cc4)nn3)[C@@H](O)CN2CC2CCCCC2)cc1,5.1,11.4,25.7,24.1,-18.1,-4.8,-2.5,-11.5,-28.0,4.3,-12.8
COc1ccc(C(CNS(=O)(=O)c2ccccc2)N2CCN(C)CC2)cc1 (stereo not drawn),-16.0,-12.6,10.4,2.5,0.6,-13.7,-6.3,-3.2,-21.3,2.6,-2.0
Nc1ccc2oc3ncccc3c(=O)c2c1,-7.5,-19.6,2.5,1.0,16.5,-18.8,-1.4,-15.7,-8.9,-14.9,12.1
Cc1ccc(-c2nc(C3CCCN(S(=O)(=O)c4ccc(C)cc4)C3)no2)cc1 (stereo not drawn),10.7,12.6,1.7,8.6,11.0,-4.5,0.2,-25.6,10.6,-3.3,-12.5
CCCCCc1cc(=O)[nH]c(=S)[nH]1,4.1,-1.9,14.4,-6.4,-5.8,-17.9,4.1,-32.4,-17.4,3.0,-2.1
CNC(=O)C(=O)NCC1CCCN1S(=O)(=O)c1cccs1 (stereo not drawn),2.4,-4.4,1.1,-4.4,-0.4,14.8,-9.0,-11.7,15.1,8.2,-0.9
Cc1cc2c(c(SCC(=O)NCc3ccccc3Cl)n1)C(=O)OC2,3.9,-4.3,-6.4,-0.8,29.9,4.3,-8.5,20.6,18.6,-4.3,-2.7
C=CCN1C(=O)CSc2ccc(C(=O)NCc3ccc(F)cc3)cc21,-11.4,-11.4,2.1,9.9,1.7,-11.6,0.7,4.5,3.4,0.6,2.2
Cc1ccc(/C=N/n2nnnc2N)o1,0.4,14.9,-19.5,-4.0,7.0,-5.6,3.9,-11.1,-2.6,-3.5,-5.6
Cc1cc(C)cc(C(=O)NCC(=O)OCC(=O)N2CCCC2)c1,-9.2,-18.2,-5.1,-14.5,-26.7,3.9,0.2,7.1,4.2,-0.1,14.0
CCc1nc2scc(-c3ccc(C)cc3)c2c(=O)n1N,-14.4,14.1,8.0,0.7,-7.5,-0.8,-18.0,-91.2,-6.8,19.3,-13.7
COCCCNC(=O)c1cc2c(=O)n3cccc(C)c3nc2s1,13.0,11.1,7.0,-31.8,5.5,-26.5,9.5,-10.2,3.5,-8.5,5.4
Cc1ccc(NC2CCCCC2NS(=O)(=O)c2ccccc2)c(C)c1 (stereo not drawn),-1.1,20.8,11.6,12.3,13.9,10.6,-3.0,-13.0,-5.0,-0.8,16.6
CCOC(=O)CN1C(=O)N(CC)C(C)=C(C(=O)OC)[C@@H]1c1ccccc1,-3.3,-12.4,-12.7,-9.0,9.1,-4.3,2.0,-10.3,14.1,3.2,-3.1
COc1nc(-c2ccccc2)nc(C)c1CC(=O)O,9.4,14.1,2.1,2.9,-3.4,-11.8,-13.3,-36.1,24.5,-12.2,2.7
C[C@H](CO)N1C[C@H](C)[C@@H](CN(C)C(=O)c2cc(-c3ccccc3)on2)OCc2cn(nn2)CCCC1=O,5.6,0.8,-5.6,-10.4,-0.4,9.6,17.1,1.8,-2.1,5.7,8.0
CCN1CCN(CC(=O)N2c3ccccc3CC2C)CC1 (stereo not drawn),-2.5,-4.5,-4.5,0.5,-8.5,-1.2,-25.6,1.1,-3.8,-12.7,7.4
COc1c(C)cc(C(O)c2ncc(-c3ccccc3C(F)(F)F)[nH]2)cc1C (stereo not drawn),1.0,10.4,-12.6,10.6,6.4,-3.3,18.6,-7.7,-8.2,/,-6.8
COc1ccccc1C(=O)NC(=O)COC(=O)c1ncc(Cl)c(Cl)c1Cl,-8.0,-15.9,-3.1,-27.6,-6.4,-20.6,9.7,8.1,-9.9,7.1,-7.2
COCC(=O)NC1CCN(S(=O)(=O)c2ccc(C(=O)O)cc2)CC1,-10.0,-8.4,-1.9,-12.0,11.3,-3.4,1.7,-3.3,14.9,-4.4,6.7
CCOc1ccc2nc(SC3CC(=O)N(c4ccc(OC)cc4)C3=O)sc2c1 (stereo not drawn),-4.6,-12.7,-13.3,-17.1,-19.9,-29.2,-3.0,-28.3,-13.2,-21.4,-6.9
O=C(N/C=C\n1cnc2cc(C(F)(F)F)ccc21)c1ccc([N+](=O)[O-])cc1,5.3,-5.1,-19.5,13.9,-7.0,-3.8,5.7,-8.7,6.2,4.2,0.8
N#Cc1ccccc1CN1C(=O)S/C(=C/c2cccn2-c2cccc(C(=O)O)c2)C1=O,3.6,8.5,0.8,14.3,0.3,8.2,26.3,-11.3,-37.5,-1.9,8.5
CC(OC(=O)c1ccc(Cl)c(S(=O)(=O)N2CCc3ccccc32)c1)C(=O)Nc1ncc(Cl)cc1Cl (stereo not drawn),-26.4,5.8,-3.8,2.9,1.4,19.1,-1.0,-18.9,4.8,8.9,-9.1
O=C(CN1C(=O)NC2(CCCC2)C1=O)OCCOc1ccc(Cl)cc1Cl,-8.5,-3.4,-13.0,-14.7,5.8,-17.4,-1.3,-2.0,8.4,-4.2,-12.2
S=C(Nc1ccc(Br)cc1)N1CCN(C2CCCCC2)CC1,-1.6,20.3,0.6,17.8,12.7,-4.4,13.6,-20.7,9.4,0.1,-5.1

# Compound activity deposited in PubChem BioAssay by several laboratories.

# A portion of the library; rates above refer to the full screens.
